KCNK9 block: KCNK9 potassium channel inhibitors, primary screen, HEK293 cells, thallium flux | Potassium channel subfamily K member 9 (Homo sapiens), Q9NPC2 | B-score at 10 µM | actives 1.2% (n = 310,000) | FluxOR thallium flux fluorescence; active compounds read low;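 active = ratio B-score over 3 SD below the library mean, with starting fluorescence within 5 SD of its mean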;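 note: negative B-score means less thallium flux so channel inhibition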
GSK3B inh: human GSK3beta kinase inhibitors, primary screen, biochemical, cell-free homogeneous, HTS; Glycogen synthase kinase-3 beta (Homo sapiens), P49841; GST-GSK3beta kinase, ADP-Glo luminescence, 60 min; active compounds read low; activity score (negative = inhibition), % at 10 µM; actives 0.038% (n = 300,000); AID 2097, 2009;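 active = more than half of replicate wells score below -50%, meaning over 50% inhibition versus plate controls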;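 note: 0% = median DMSO wells and -100% = median GW8510 positive control wells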
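test system = GST-tagged human GSK3beta kinase, cell-free | reagent = 25 µM ATP with peptide substrate | dosing = one dose of 10 µM per compound | schedule = 60 min reaction, RT | detection = luminescent ADP-Glo measurement of ADP formed | control set = DMSO neutral wells and GW8510 at 20 µM as positive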
KCNK3 block: human KCNK3 channel inhibitors, primary screen, CHO cells, FluxOR thallium flux, B-score. Potassium channel subfamily K member 3 (Homo sapiens), O14649. FluxOR fluorescence; active compounds read low. B-score at 10 µM. actives 0.84% (n = 340,000);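 active = B-score under library mean minus 4 SD, starting fluorescence ratio at most library mean plus 5 SD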;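 note: more negative B-score means stronger inhibition of thallium flux through KCNK3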
Target sequence (O14649 whole entry, looked up): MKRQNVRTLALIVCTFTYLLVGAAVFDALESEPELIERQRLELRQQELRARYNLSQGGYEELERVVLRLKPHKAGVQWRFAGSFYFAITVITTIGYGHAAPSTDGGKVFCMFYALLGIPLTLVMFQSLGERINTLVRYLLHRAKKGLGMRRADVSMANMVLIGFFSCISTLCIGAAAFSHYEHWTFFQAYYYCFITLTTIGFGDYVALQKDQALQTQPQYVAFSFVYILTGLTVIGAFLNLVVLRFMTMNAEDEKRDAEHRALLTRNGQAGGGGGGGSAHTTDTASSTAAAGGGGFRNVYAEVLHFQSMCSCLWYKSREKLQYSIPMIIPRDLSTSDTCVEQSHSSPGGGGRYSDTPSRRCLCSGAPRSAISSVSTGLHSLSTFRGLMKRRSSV
hERG protect: hERG rescue from dofetilide block, primary screen, cell-based, CHO-hERG, FluxOR thallium flux, dofetilide IC70 | activation (rescue from dofetilide block), less the hit threshold, % at 10 µM | AID 1511, 2009 | dofetilide IC70 present | actives 0.51% (n = 310,000);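 active = activation above the mean of controls blocked by dofetilide plus 5 SD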;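 note: thallium influx through hERG after potassium depolarization seen as dye fluorescence rise; in these data hits start at about 4.7%; inactives centre near -7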
GSK3 alpha inh: blockers of GSK3A enzyme activity – biochemical, luminescence, cell-free homogeneous, HTS, primary screen | AID 2650, 2010 | actives 0.1% (n = 320,000) | Glycogen synthase kinase-3 alpha (Homo sapiens), P49840 | inhibition, % at 10 µM | GSK-3 alpha kinase, ADP-Glo luminescence, 60 min;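 in the data active = inhibition above about 50%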;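 note: GST-tagged GSK-3 alpha with peptide substrate and 25 µM ATP; 0% = DMSO neutral wells and 100% = GW8510 positive control wells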
Target sequence (P49840 whole entry, looked up): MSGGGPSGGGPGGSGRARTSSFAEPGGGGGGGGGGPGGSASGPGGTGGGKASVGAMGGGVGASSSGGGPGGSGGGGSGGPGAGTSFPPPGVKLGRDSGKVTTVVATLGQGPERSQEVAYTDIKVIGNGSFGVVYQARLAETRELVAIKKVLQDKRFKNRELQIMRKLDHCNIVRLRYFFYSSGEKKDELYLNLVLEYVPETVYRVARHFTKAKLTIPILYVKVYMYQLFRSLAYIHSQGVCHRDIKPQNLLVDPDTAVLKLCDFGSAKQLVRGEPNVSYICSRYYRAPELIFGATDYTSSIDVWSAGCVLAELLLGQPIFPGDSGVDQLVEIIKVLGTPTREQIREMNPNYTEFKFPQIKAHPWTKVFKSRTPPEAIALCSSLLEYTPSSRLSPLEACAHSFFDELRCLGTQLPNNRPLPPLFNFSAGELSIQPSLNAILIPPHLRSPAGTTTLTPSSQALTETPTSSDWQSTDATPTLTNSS
KCNQ1 inh: inhibitors of human KCNQ1 channel, primary screen, cell-based, thallium flux, high-throughput; B-score at 10 µM; actives 1.3% (n = 310,000); CHO-K1 KCNQ1, FluxOR thallium flux fluorescence; active compounds read high; Potassium voltage-gated channel subfamily KQT member 1 (Homo sapiens), P51787;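 active = compounds whose thallium flux B-score, printed positive for inhibition, exceeds three library SD while starting fluorescence stays within three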;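 note: channel opened by potassium depolarization with thallium stimulus after 20 min compound exposure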
Dyrk1A ADPGlo: rat Dyrk1A kinase inhibitors, primary screen, biochemical, single point, plate reader. actives 0.43% (n = 310,000). ADP-Glo luminescence, NFATc1 peptide. inhibition, % at 12.5 µM; in the data active = inhibition above about 50%;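 note: plate controls were vehicle with enzyme for no effect and no enzyme for full effect; many of its hits are not listed in these tables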
RGS4 block: RGS4 inhibitors, primary screen, cell-based, HEK293 M3R inducible RGS4, calcium flux; Fluo-4 calcium flux; active compounds read high; triggered by carbachol at its EC20; actives 0.45% (n = 310,000); AID 463165, 2010; B-score at 10 µM; Regulator of G-protein signaling 4 (Homo sapiens), P49798;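 active = B-score, a plate-corrected calcium signal, over three deviations above library mean, with baseline fluorescence within five deviations of library mean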;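 note: RGS4 expression induced by doxycycline in cells with stable M3 receptor; B-score is computed from the integrated fluorescence ratio over baseline after carbachol; higher B-score means a larger calcium signal and so more RGS4 inhibition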
Target sequence (P49798 whole entry, looked up): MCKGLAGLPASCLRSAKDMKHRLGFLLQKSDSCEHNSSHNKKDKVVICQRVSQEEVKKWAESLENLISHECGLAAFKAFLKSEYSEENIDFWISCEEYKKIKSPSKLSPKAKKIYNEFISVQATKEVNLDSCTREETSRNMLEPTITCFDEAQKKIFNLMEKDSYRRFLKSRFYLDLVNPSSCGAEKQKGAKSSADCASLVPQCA
RGS4 act: RGS4 potentiators or activators, primary screen, cell-based, HEK293 M3R inducible RGS4, calcium flux | carbachol calcium flux Fluo4; active compounds read low | B-score at 10 µM | actives 0.92% (n = 310,000) | AID 463111, 2010;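 active = B-score of the integrated calcium signal more than 4 SD below the library mean, with starting fluorescence not abnormally high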;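 note: negative B-score means reduced calcium response which marks RGS4 activation or potentiation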
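System – HEK293 FlpIn-TREx cells, stable M3R, doxycycline-inducible RGS4 · Reagent – ECmax carbachol challenge · Times – compound preincubation 20 min at room temperature before agonist · Technique – Fluo4 fluorescence kinetic imaging of calcium · Measure – B score of integrated Fluo4 ratio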
KCNQ1 pot: potentiators or activators of KCNQ1 channel, primary screen, cell-based, thallium flux, high-throughput; AID 2648, 2010; B-score at 10 µM; CHO-K1 KCNQ1, thallium flux FluxOR fluorescence; active compounds read high; Potassium voltage-gated channel subfamily KQT member 1 (Homo sapiens), P51787; actives 0.35% (n = 310,000);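 active = fluorescence ratio B-score, a plate-corrected score, at least three library SD, with initial intensity B-score within 5 SD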
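Assay system: CHO-K1 cells stably expressing KCNQ1; Medium: assay buffer with matched DMSO; Also added: K+/Tl+ depolarizing stimulus; Dosing: single dose; Timing: dye 90 min, compound 20 min, room temperature; Measured by: kinetic FluxOR thallium fluorescence, 10-s 1-Hz baseline, 110-s post-stimulus read; Read-out: peak-minus-minimum fluorescence over initial fluorescence, negative-control normalized, B-scored.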
PolyA inhibitor: polyadenylation inhibitors in yeast reporter cells, primary screen, luminescence, S. cerevisiae | S. cerevisiae SKY197-pL101 polyadenylation reporter, beta-gal luminescence; efflux-impaired pdr1/pdr3 knockout yeast; score 100 = 6 SD above DMSO | calls only at 12 µM | actives 0.02% (n = 300,000) | AID 1875, 2009;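 active = lowest replicate activity score at least 50, where 100 means six control SD above control mean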;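 note: yeast exposed to compound for 9 h at 30 °C; higher score means more reporter readthrough which indicates perturbed polyadenylation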
Active calls of the source: *; i = inactive; · = not tested or not shown. The list is partial (hit frequency here may not be typical).

| Structure | KCNK9 block | GSK3B inh | KCNK3 block | hERG protect | GSK3 alpha inh | KCNQ1 inh | Dyrk1A ADPGlo | RGS4 block | RGS4 act | KCNQ1 pot | PolyA inhibitor |
| --- | --- | --- | --- | --- | --- | --- | --- | --- | --- | --- | --- |
| COc1ccc(N2CCN(C(=O)CN3CCN(c4nc(-c5ccc(F)cc5)cs4)CC3)CC2)cc1 | i | 0.5 | i | -5.6 | -0.6 | i | -0.9 | i | i | i | i |
| O=C(COc1ccc2oc(-c3ccco3)cc(=O)c2c1)N1CCCCC1 | i | -3.1 | i | -10.7 | 0.0 | i | -6.1 | i | i | i | i |
| N#CCC(=N)N1CCN(c2cccc(Cl)c2)CC1 | i | -7.1 | i | -13.2 | -2.3 | i | -1.3 | i | i | i | i |
| O=C(CCCN1C(=O)C2CC=CCC2C1=O)Nc1ccccc1F (configuration not stated) | i | 2.2 | i | -14.2 | -1.2 | i | 5.9 | i | i | i | · |
| CC(C)(C)NC(=O)COC(=O)c1cc(F)c(F)cc1Cl | i | 2.3 | i | -2.8 | 5.4 | i | 0.6 | i | i | i | i |
| COc1ccc(NC(=O)Nc2ncccc2C)cc1 | i | -3.2 | i | -5.9 | -1.6 | i | 0.1 | i | i | i | i |
| Cc1cc(=O)[nH]c(N2CCCC2)n1 | i | 0.7 | i | -3.9 | -2.0 | i | 2.6 | i | i | i | i |
| Cc1ccc(Oc2ccc(Cl)cc2NC(=O)c2ccc(F)cc2F)cc1 | i | -0.2 | i | -9.7 | -1.1 | i | -1.4 | i | i | i | i |
| CSc1nnc(NC(=O)c2cccc(S(=O)(=O)N3CCOCC3)c2)s1 | i | 1.7 | i | -5.0 | -0.2 | i | -2.7 | i | i | i | i |
| CCc1ccc(NC(=O)C(C)Sc2nc(-c3ccco3)c(C#N)c(=O)[nH]2)cc1 (configuration not stated) | i | 5.1 | i | -6.2 | -3.3 | i | 2.7 | i | i | i | i |
| Cc1nnc(NC(=O)CSc2nc3ccccc3o2)s1 | i | -6.6 | i | -6.9 | -1.1 | i | -2.8 | i | i | i | i |
| COc1cccc(NC(=O)C(OC(=O)c2ccc([N+](=O)[O-])o2)c2ccccc2)c1 (configuration not stated) | i | -0.7 | i | -8.7 | -6.4 | i | -0.5 | i | i | i | i |
| O=C1CCC(=O)N1c1ccc(S(=O)(=O)Nc2cccc([N+](=O)[O-])c2)cc1 | i | 2.7 | i | -2.5 | 2.3 | i | -3.2 | i | i | i | i |
| CC1=C(C(=O)OCC(Cl)(Cl)Cl)N2C(=O)C(NC(=O)Cc3ccccc3)C2SC1 (configuration not stated) | i | -0.8 | i | -8.7 | 0.0 | i | 3.6 | i | i | i | i |
| COc1cc(/C=N/NC(=O)c2cccc3ccccc23)cc(OC)c1O | i | -1.6 | i | -7.7 | -0.3 | i | 4.3 | i | i | i | i |
| CN(CC(=O)O)S(=O)(=O)c1ccc2oc3ccccc3c2c1 | i | 5.5 | i | -7.2 | -6.1 | i | · | i | i | i | i |
| Cc1cc(C)c(C)c(S(=O)(=O)N2CCN(c3ccc(O)cc3)CC2)c1C | i | 2.6 | i | -0.3 | -0.3 | i | -0.6 | i | i | i | i |
| COc1ccc(CN(C)C(=O)COC(=O)c2c(-c3ccccc3Cl)noc2C)cc1 | i | -1.4 | i | -1.9 | -2.8 | i | -2.3 | i | i | i | i |
| O=C(Nc1ccc(F)cc1)c1oc2ccccc2c1NC(=O)C1CC1 | i | 4.9 | i | -5.2 | -1.3 | i | -1.0 | i | i | i | i |
| O=C(Cc1cccs1)NCc1ccco1 | i | 12.0 | i | -1.0 | 0.2 | i | 3.0 | i | i | i | i |
| C/C(=N\NC(=S)NCc1ccccc1)c1ccccc1 | i | -2.8 | i | -10.4 | 0.3 | i | 0.8 | i | i | i | i |
| CSc1ccc(-c2sc(Nc3ccccc3)n[n+]2-c2ccc(F)cc2)cc1 | i | 2.3 | i | -27.2 | -1.8 | i | 1.8 | i | i | i | i |
| CCOC(=O)C1CCC2(CC1)C(C#N)=C(N)Oc1n[nH]c(C)c12 (configuration not stated) | i | -2.9 | i | -5.0 | 9.9 | i | 10.0 | i | i | i | i |
| CCOc1ccc(CN2CCN(Cc3cccc4nonc34)CC2CCO)cc1 (configuration not stated) | i | 2.4 | i | -15.1 | -1.4 | i | -4.2 | i | i | i | i |
| COc1cc(OC)cc(C(=O)NC(C)CCc2ccccc2)c1 (configuration not stated) | i | -1.8 | i | -2.4 | -1.4 | i | · | i | i | i | i |
| COc1ccc(S(=O)(=O)N(C)c2ccc(C(=O)NC3CC3)cc2)cc1 | i | -0.8 | i | -6.2 | -1.9 | i | · | i | i | i | i |
| O=C1c2ccccc2C(Nc2ccc3nc(-c4cccnc4)[nH]c3c2)N1Cc1ccco1 (configuration not stated) | i | 3.2 | i | -13.4 | -5.4 | i | 0.5 | i | i | i | i |
| Cc1ccccc1N1C(=O)CC(c2c[nH]c3ccccc23)C1=O (configuration not stated) | i | 1.1 | i | -8.4 | -0.6 | i | -2.4 | i | i | i | i |
| CCOC(=O)N1CCc2c(sc3nc[nH]c(=O)c23)C1 | i | -0.6 | i | -4.2 | 5.4 | i | 2.0 | i | i | i | i |
| COc1cccc(C(=O)NCCSc2ccc(Br)cc2)c1 | i | 1.7 | -8.94* | -14.1 | 1.2 | i | -3.5 | i | i | i | i |
| CC(=O)Nc1cccc(NC(=O)Nc2cccc(Cl)c2C)c1 | i | -0.6 | i | -6.2 | 0.6 | i | 3.6 | i | i | i | i |
| COc1cccc(NC(=O)CSc2ccc(-c3sc(C)nc3C)nn2)c1 | i | -0.7 | i | -5.7 | 0.6 | i | 0.2 | i | i | i | i |
| O=C(O)CCn1nnc2ccccc21 | i | -1.3 | i | -7.9 | -1.2 | i | -1.4 | i | i | i | i |
| Cc1cc(=O)[nH]n(CCO)c1=O | i | 3.5 | i | -9.2 | -1.1 | i | 0.9 | i | i | i | i |
| Cc1cc(-c2nc3ncccc3o2)ccc1NC(=O)CC(C)C | i | 1.2 | i | -8.7 | -0.9 | i | 1.0 | i | i | i | i |
| CC(C)(C)c1ccc2c(c1)C(=O)c1ccccc1C2=O | i | -3.3 | i | -5.1 | 8.7 | i | -9.2 | i | i | i | i |
| Cc1c(Cl)cccc1NC(=O)CC1SC(=NCC2CCCO2)NC1=O (configuration not stated) | i | 2.8 | i | 1.0 | 2.6 | i | 3.4 | i | i | i | i |
| Cc1cc(C)c(S(=O)(=O)NCc2ccc3c(c2)cc(C)n3C)c(C)c1 | i | 0.7 | i | -11.8 | -3.4 | i | -2.8 | i | i | i | i |
| COc1ccc(CNC(=O)C2(CC3CC(c4ccccc4)=NO3)CCN(C(=O)CCCCCBr)CC2)cc1 (configuration not stated) | i | 2.4 | i | -11.4 | -2.0 | i | 4.0 | i | i | i | · |
| CCOc1ccc(C(=O)NC2CCN(C(=S)Nc3ccccc3C)CC2)cc1 | i | 0.6 | i | -5.0 | -3.1 | i | -4.7 | i | i | i | i |
| CC(=O)c1sc(NC(=O)c2cccc(N3C(=O)CCC3=O)c2)nc1-c1ccccc1 | i | 8.5 | i | -12.5 | -1.7 | i | -1.4 | i | i | i | i |
| Brc1ccc(C2NCCS2)cc1 (configuration not stated) | i | 0.2 | i | -6.5 | -1.4 | i | -3.4 | i | i | i | · |
| O=C(Cc1ccccc1[N+](=O)[O-])NNC(=O)Nc1ccc2c(c1)OCO2 | i | -1.8 | i | -7.5 | -0.6 | i | -0.4 | i | i | i | i |
| COc1ccc(NC(=S)Nc2ccccc2Cl)cn1 | i | 0.1 | i | 2.5 | 1.6 | i | -0.4 | i | i | i | i |
| CC1CCCC(C)N1C(=O)CSc1nnnn1-c1cccc2c1CCCC2 (configuration not stated) | i | -1.8 | i | -13.8 | 0.3 | i | -1.4 | i | i | i | i |
| CCS(=O)(=O)c1nc(S(=O)(=O)c2ccc(Cl)cc2)c(NCCOC)s1 | i | 0.1 | i | -3.0 | -0.7 | i | 0.0 | i | i | i | i |
| CCOC(=O)c1nc(NCc2ccccc2)c2ccccc2n1 | i | 0.3 | i | -1.6 | -3.7 | i | 8.4 | i | i | i | i |
| COc1cc(C(=O)NCc2nnc(SCC(=O)NCc3ccco3)o2)cc(OC)c1OC | i | 3.0 | i | -1.1 | -0.4 | i | -5.6 | i | i | i | i |
| Cc1ccc(NC(=O)c2cccc(S(=O)(=O)N(C)C3CCCCC3)c2)nc1 | i | 1.1 | i | -15.7 | -1.5 | i | 6.1 | i | i | i | i |
| O=C1CCC(C(=O)OCc2cc(Cl)ccc2OC(F)F)N1 (configuration not stated) | i | 0.5 | i | -4.0 | 0.0 | i | -4.4 | i | i | i | i |
| CCOC(=O)C1CCCN(Cc2cccs2)C1 (configuration not stated) | i | 0.1 | i | -9.0 | -2.7 | i | -2.8 | i | i | i | i |
| Cc1ccccc1CSc1nnc(NC(=O)Cc2cccs2)s1 | i | 0.5 | i | -5.7 | -0.4 | i | -7.1 | i | i | i | i |
| CCC(=O)N1CCN(c2ccc(NC(=O)c3ccccc3)cc2)CC1 | i | -2.8 | i | -4.3 | -2.3 | i | 3.0 | i | i | i | i |
| CCn1c(C)cc(C=C2C(=O)c3ccccc3C2=O)c1C | i | -12.8 | i | -5.8 | · | i | -1.9 | i | i | i | i |

Compound activity as filed in PubChem BioAssay.
